# Bioassay records deposited in PubChem by several laboratories.
# PfHsp40 rescue: rescue of PfHsp40-mediated yeast toxicity; 0.68% of 340,000 active; S. cerevisiae expressing PfHsp40, growth rescue, ATP luminescence; AID 504582; growth rescue, % at 12.5 µM; in the data active = growth rescue above about 28%, passing the limit was not always enough; inconclusive = no clear call, values can overlap the other calls;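 also: yeast W303a lacking pdr1 and pdr3 grown in galactose medium; growth measured after three days at 30 °C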
# BioA inh: blocks M. tuberculosis BioA enzyme activity; inhibition, % at 9.99 µM; 0.096% of 360,000 active; purified M. tuberculosis BioA enzyme, plate reader; in the data active = inhibition above about 40%; inconclusive = no clear call, values can overlap the other calls
# BoNT A protease: BoNT A light chain protease inhibition | multiplex microsphere protease substrate cleavage, flow cytometry | inhibition, % at 10 µM | 0.17% of 360,000 active | AID 588499; also: plate controls were buffer without enzyme for full effect and enzyme alone for no effect
# GDH-TPI inh: inhibits GDH-TPI coupling enzymes, artifact for Mtb FBA screen. GDH-TPI coupled enzyme counterscreen, NADH absorbance. inhibition, % at 4.8 µM. 1.2% of 360,000 active. AID 588335; in the data active = inhibition above about 30%;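 also: 0% = DMSO wells and 100% = wells lacking the enzyme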
# Mtb FBA inh: inhibits M. tuberculosis FBA enzyme | inhibition, % at 1 µM | purified M. tuberculosis FBA, fluorescence read-out | 2.3% of 360,000 active | P9WQA3; in the data active = inhibition above about 27%;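 also: 0% = vehicle and 100% = reference inhibitor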
# Target sequence (P9WQA3 whole entry, looked up): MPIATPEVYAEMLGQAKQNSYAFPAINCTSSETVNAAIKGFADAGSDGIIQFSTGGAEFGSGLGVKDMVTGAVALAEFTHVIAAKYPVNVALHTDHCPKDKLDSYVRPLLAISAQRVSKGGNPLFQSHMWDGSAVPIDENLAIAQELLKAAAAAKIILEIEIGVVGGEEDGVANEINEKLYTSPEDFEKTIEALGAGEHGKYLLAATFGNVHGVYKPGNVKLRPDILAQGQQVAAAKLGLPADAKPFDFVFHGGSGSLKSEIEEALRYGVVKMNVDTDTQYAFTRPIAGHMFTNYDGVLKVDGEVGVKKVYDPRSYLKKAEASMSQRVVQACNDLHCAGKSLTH
# FadD28 FP inh: inhibitors of Mycobacterium tuberculosis FadD28 bisubstrate binding. 0.22% of 360,000 active. inhibition, % at 12.5 µM. FadD28 bisubstrate probe binding, fluorescence polarization; in the data active = inhibition above about 8.5%, passing the limit was not always enough; inconclusive = no clear call, values can overlap the other calls
# Anthrax LF inh2: inhibitors of Bacillus anthracis lethal factor protease | multiplex microsphere protease cleavage assay, LF | 0.12% of 360,000 active | inhibition, % at 10 µM; also: plate controls were buffer without enzyme for full effect and enzyme alone for no effect
# Target sequence (P15917 whole entry, looked up): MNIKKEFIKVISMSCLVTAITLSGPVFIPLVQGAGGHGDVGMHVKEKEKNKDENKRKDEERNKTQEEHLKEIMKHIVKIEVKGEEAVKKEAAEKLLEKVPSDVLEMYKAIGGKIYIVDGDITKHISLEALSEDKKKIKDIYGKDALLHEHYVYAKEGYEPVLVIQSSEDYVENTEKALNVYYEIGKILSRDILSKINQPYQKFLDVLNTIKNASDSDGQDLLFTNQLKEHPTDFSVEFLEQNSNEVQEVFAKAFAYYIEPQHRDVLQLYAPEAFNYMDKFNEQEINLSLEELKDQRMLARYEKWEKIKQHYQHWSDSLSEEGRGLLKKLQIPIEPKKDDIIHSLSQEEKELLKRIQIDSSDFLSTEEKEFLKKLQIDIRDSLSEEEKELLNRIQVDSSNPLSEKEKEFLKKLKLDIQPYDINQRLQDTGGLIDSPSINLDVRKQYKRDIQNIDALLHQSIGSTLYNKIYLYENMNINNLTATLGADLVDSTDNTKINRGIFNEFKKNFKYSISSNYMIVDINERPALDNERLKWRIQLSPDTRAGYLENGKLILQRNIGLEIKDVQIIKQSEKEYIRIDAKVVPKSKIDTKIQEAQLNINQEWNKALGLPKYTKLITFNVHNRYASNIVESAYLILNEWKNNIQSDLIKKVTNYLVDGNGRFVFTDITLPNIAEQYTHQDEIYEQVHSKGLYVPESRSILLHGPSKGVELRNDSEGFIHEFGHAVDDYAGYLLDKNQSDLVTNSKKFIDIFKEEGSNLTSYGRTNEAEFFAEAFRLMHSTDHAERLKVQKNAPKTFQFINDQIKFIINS
# BoNT F protease: inhibitors of Botulinum neurotoxin F light chain protease | AID 588497 | 0.22% of 360,000 active | inhibition, % at 10 µM | Multiplex microsphere protease cleavage assay, flow cytometry; in the data active = inhibition above about 35%, passing the limit was not always enough; inconclusive = no clear call, values can overlap the other calls; also: plate controls were buffer without enzyme for full effect and enzyme alone for no effect
# Mtb UGM inh: Mtb UDP-galactopyranose mutase inhibition | purified UGM, fluorescence polarization probe displacement | inhibition, % at 10 µM | 0.06% of 320,000 active | AID 504406; in the data active = inhibition above about 10%, passing the limit was not always enough; inconclusive = no clear call, values can overlap the other calls
# * marks the source's active call; other numbers are inactive results; ? = inconclusive; . = no result given. Rule as the data show it, unless noted: active = inhibition above about 30%; inconclusive = no clear call, values can overlap the other calls; inactive = below that.
SMILES,PfHsp40 rescue,BioA inh,BoNT A protease,GDH-TPI inh,Mtb FBA inh,FadD28 FP inh,Anthrax LF inh2,BoNT F protease,Mtb UGM inh
Cc1cc(Br)ccc1NC(=O)CN(C)C(=O)c1ccc(-n2cncn2)c([N+](=O)[O-])c1,-0.1,0.2,0.3,13,3,-2.3,-19,0,3.4
O=C(CCCn1c(=S)[nH]c2cc3c(cc2c1=O)OCO3)N1CCN(c2ccccc2F)CC1,0.5,2.0,0.2,-4,6,-4.1,-3,7,2.4
CN(C)S(=O)(=O)N1CCN(c2ccc([N+](=O)[O-])c(N3CCCCC3)c2)CC1,1.0,.,-1.6,5,1,-1.8,0,0,-0.6
Cc1c(N)cc[n+](CC(=O)c2ccccc2)c1C,-0.8,.,-0.3,4,6,-1.4,-3,-4,1.0
Cc1ccc2oc(=O)c3cnn(CC(=O)N(CCCN4CCOCC4)Cc4ccco4)c3c2c1,0.2,-0.5,-5.9,3,3,-3.1,-20,-39,0.5
CC1C(C#N)=C(N)OC2=C1C(=O)CCC2 (configuration not stated),0.5,0.9,0.1,-12,-2,-3.5,0,-5,0.9
CCCn1c(N)c(C(=O)CSc2nnc(Cc3ccccc3)o2)c(=O)n(C)c1=O,0.3,-1.4,-0.2,8,-2,-2.8,-4,-14,-1.0
CCCC(=N)C1=C(O)CC(CC(C)SCC)CC1=O (configuration not stated),0.3,0.2,0.3,2,-1,0.1,2,-26,0.2
O=C(CSc1nc2ccccc2[nH]1)N/N=C/c1ccncc1,.,3.2,0.9,4,0,-1.7,0,7,2.8
CC(=O)Oc1cc2c3c(c1)/C(=C1/SC(=S)NC1=O)C(=O)N3C(C)(C)C=C2C,-0.2,.,-0.2,3,-2,?,-4,-1,-0.8
OCCSc1nc2ccccc2n1CCOc1ccccc1,0.1,-1.2,0.0,8,2,1.4,-4,-16,1.8
CC1(C)C(=O)Nc2ccccc2N1C(=O)Cn1ncc(Cl)c(Cl)c1=O,-0.1,.,-0.5,-6,4,-1.2,-9,-5,-1.3
COc1cccc(/C=C/C(=O)OCC(=O)c2ccc(C)c(C)c2)c1OC,2.0,-0.5,-0.5,-5,4,0.9,-12,-9,-3.1
COc1ccc(OC)c(NC(=O)CCC(=O)Oc2ccc(C)cc2)c1,-0.7,-1.2,-2.3,6,0,-1.3,-13,?,-4.1
COc1cc(/C=N/N=C2/C(=O)Nc3ccccc32)cc(OC)c1O,-1.3,.,-0.1,2,-3,-3.4,-1,-10,5.7
Oc1ccccc1C=NN=Cc1c(O)ccc2ccccc12,-0.7,.,8.0,8,6,-2.7,7,7,.
Cc1cccc(C)c1N1C(=O)CC(N2CCSCC2)C1=O (configuration not stated),0.4,.,-1.9,14,1,-1.4,-9,?,0.1
O=[N+]([O-])c1cccc2c3c([nH]c12)CCCC3,1.3,-1.2,-5.2,1,2,-2.1,-12,?,-1.0
CCn1nc(NS(=O)(=O)c2ccc([N+](=O)[O-])cc2)c2cc3cccc(C)c3nc21,-0.4,2.3,-0.9,8,2,?,0,1,-0.5
O=C(Nc1ccc2c(c1)ncn2C1CCCCC1)c1ccco1,0.1,9.8,0.1,-6,0,-9.3,0,-15,0.1
CCN1C(N(C)CCc2cccs2)=N[C@@H](c2ccccc2)C(C(=O)OC)=C1C,1.0,0.5,2.8,0,-1,-2.5,4,-19,0.4
Cc1cc(C)c(S(=O)(=O)N2CCCCC2)c(C)c1-n1ncnn1,0.4,2.7,-0.7,8,2,0.2,-4,-14,-0.7
Cc1cccc(C)c1NC(=O)CNC(=O)c1ccccc1OCc1ccccc1,0.6,.,-0.1,-1,-2,-4.7,-6,5,-2.1
Cc1[nH]n(-c2ccccc2)c(=O)c1/C=N\NC(=O)C1COc2ccccc2O1 (configuration not stated),15,.,-0.9,17,-1,1.2,1,-6,2.9
CC1CCC2C(C)C(=O)OC3OC4(C)CCC1C32OO4 (configuration not stated),137*,-0.8,-1.5,-4,2,-1.2,4,16,2.4

# Two of the compounds above, with tabs.
mol	PfHsp40 rescue	BioA inh	BoNT A protease	GDH-TPI inh	Mtb FBA inh	FadD28 FP inh	Anthrax LF inh2	BoNT F protease	Mtb UGM inh
COc1cccc(/C=C/C(=O)OCC(=O)c2ccc(C)c(C)c2)c1OC	2.0	-0.5	-0.5	-5	4	0.9	-12	-9	-3.1
COc1ccc(OC)c(NC(=O)CCC(=O)Oc2ccc(C)cc2)c1	-0.7	-1.2	-2.3	6	0	-1.3	-13	?	-4.1

# (next part)
SMILES,PfHsp40 rescue,BioA inh,BoNT A protease,GDH-TPI inh,Mtb FBA inh,FadD28 FP inh,Anthrax LF inh2,BoNT F protease,Mtb UGM inh
O=C(CS(=O)(=O)c1ccccc1)c1ccc2c(c1)OCCO2,-0.6,0.1,-0.8,12,3,3.2,-1,3,-3.2
CC(=O)Nc1ccc(S(=O)(=O)Nc2nc3ccccc3nc2Nc2ccc3ccccc3c2)cc1,-0.3,0.3,-0.2,14,11,-1.4,-4,-3,0.1
CN(C)S(=O)(=O)c1cccc(NC(=O)CNc2cccc(S(=O)(=O)N3CCCCC3)c2)c1,.,-0.4,-0.3,-2,-1,-0.9,2,3,.
Cc1cccc(N2C(=O)NC(=O)/C(=C/c3cc4c(cc3[N+](=O)[O-])OCO4)C2=O)c1,0.8,.,-0.1,5,13,5.1,-8,-4,11*
O=C1NC(Cc2ccc(O)cc2)c2nc3ccccc3c(=O)n2-c2ncccc21 (configuration not stated),.,-2.0,-0.1,0,0,-2.5,-1,-1,.
O=C(Nc1nccs1)c1ccc([N+](=O)[O-])cc1Cl,-0.7,-0.9,.,21,2,0.0,.,.,0.9
O/N=C(/CCc1ccccc1)c1ccc2c(c1)OCCO2,3.7,0.5,0.8,2,-1,-1.2,-3,6,-1.1
CC(=O)Nc1ccc(C(=O)COC(=O)c2nc3nc(C)cc(C)n3n2)cc1,-0.9,0.1,0.2,3,-2,-1.9,-3,-2,2.3
N#Cc1c(N)nc2c(c1-c1ccncc1)CCCC2,3.7,-0.6,-0.2,8,10,-0.7,-12,-6,2.0
CC(C)(Oc1ccc(CCNC(=O)c2ccc(-c3ccccc3)o2)cc1)C(=O)O,-0.5,1.8,1.7,11,4,0.9,2,19,1.2
Cc1cccc(NS(=O)(=O)c2ccc(C)c(C(=O)OCC(=O)Nc3cc(C)on3)c2)c1,1.4,.,0.4,5,-1,-3.1,-2,-8,-2.1
NNC(=O)C1CC(O)CN1S(=O)(=O)c1ccc2ccccc2c1 (configuration not stated),-2.2,-2.1,0.3,-7,-2,-5.8,0,-2,-1.9
CCn1cc(CCC(=O)NCc2ccccc2OC)c2ccccc21,4.2,0.6,-3.0,12,3,0.6,-11,-20,2.1
O=C(NC1CCCCC1)c1cc([N+](=O)[O-])[nH]n1,-0.1,-2.0,-0.9,10,3,-1.2,-1,-3,-1.8
COc1ccc2nc(NC(=O)C3CCN(S(=O)(=O)c4cccc5nsnc45)CC3)sc2c1,2.0,-1.4,0.0,8,4,-2.2,1,-13,0.0
Cc1ccsc1C(=O)N1CCCC(CO)(Cc2ccccc2)C1 (configuration not stated),0.3,0.3,-170,1,2,-1.2,-44,-273,-1.7
O=C(COC(=O)c1cncc(Br)c1)NC1CCCC1,0.5,0.3,4.1,2,0,-1.8,1,-9,0.6
O=C(c1ccco1)N1CCN(CC(=O)N2c3ccccc3CCc3ccccc32)CC1,-0.5,-0.5,1.4,-5,-16,-4.3,-4,4,1.5
COc1ccccc1C(=O)COC(=O)COc1ccc(C#N)cc1,1.9,-1.3,-0.4,0,0,-3.3,-2,7,-1.5
CCCNC(=O)Cc1ncn[nH]1,-1.4,.,-2.0,-12,2,-1.5,2,-1,2.6
Cc1ccc(-n2c(-c3ccco3)nc3nc4ccccc4nc32)cc1F,0.0,-1.2,?,0,33*,2.2,?,?,-0.1
N#Cc1nc(-c2ccco2)oc1NCc1ccccc1Cl,.,1.4,-2.1,19,35*,-3.1,20,?,4.7
Cc1cc(C(=O)COC(=O)c2ccccc2O)c(C)n1Cc1cccs1,0.6,-0.8,-1.7,4,1,0.4,-7,-15,-1.5
O=C(Nc1nc(-c2ccc(Cl)cc2)cs1)NC1CCCCC1,-1.4,0.4,0.0,4,4,-2.1,-1,7,-0.7
CCOc1ccc(N(CC(=O)NCCSCc2ccccc2)S(C)(=O)=O)cc1,2.3,3.8,-1.6,25,1,-0.4,7,?,0.5

# One compound at a time (already shown).
# COc1ccccc1C(=O)COC(=O)COc1ccc(C#N)cc1 is listed with PfHsp40 rescue = 1.9; BioA inh = -1.3; BoNT A protease = -0.4; GDH-TPI inh = 0; Mtb FBA inh = 0; FadD28 FP inh = -3.3; Anthrax LF inh2 = -2; BoNT F protease = 7; Mtb UGM inh = -1.5
# O=C(CS(=O)(=O)c1ccccc1)c1ccc2c(c1)OCCO2 is listed with PfHsp40 rescue = -0.6; BioA inh = 0.1; BoNT A protease = -0.8; GDH-TPI inh = 12; Mtb FBA inh = 3; FadD28 FP inh = 3.2; Anthrax LF inh2 = -1; BoNT F protease = 3; Mtb UGM inh = -3.2

# Next compounds follow:
SMILES,PfHsp40 rescue,BioA inh,BoNT A protease,GDH-TPI inh,Mtb FBA inh,FadD28 FP inh,Anthrax LF inh2,BoNT F protease,Mtb UGM inh
CCNC(=O)C12CCC(C)(C(=O)O1)C2(C)C (configuration not stated),?,0.6,-0.2,-1,2,-0.3,-2,-5,0.6
CS(=O)(=O)N1Cc2ccccc2CC1C(=O)OCC(=O)NCCc1ccc(S(N)(=O)=O)cc1 (configuration not stated),0.7,-2.1,-0.6,-11,-2,0.3,3,1,3.2
CCn1c(COc2cccc3ccccc23)nnc1SCC(=O)OC1CCCCC1,7.4,-0.4,0.1,2,1,-1.8,0,-6,1.2
CS(=O)(=O)Nc1ccc(-c2ccc3nccn3c2)cc1,.,3.2,1.0,21,6,-1.9,0,0,.
COc1ccc(C(=O)N2CCC(C(=O)O)CC2)c2ccccc12,-1.0,.,-3.3,-5,0,.,4,-17,2.9
Cc1cc(C(=O)Cn2nc(C(=O)O)c3ccccc3c2=O)c(C)n1-c1ccc(OC(F)F)cc1,-0.6,.,0.0,0,-4,-3.2,-4,7,-2.0
CN1CCN(CCCN(Cc2cccs2)C(=S)Nc2ccc(Cl)cc2)CC1,-0.2,.,-0.4,3,1,-0.5,-5,-1,1.6
COc1ccc2c(c1)nc(SCC(=O)c1ccc(Br)s1)n2C,1.1,17,1.0,-4,-2,-4.0,0,-7,2.1
CCCCCCCCNC(=O)c1cnccn1,-0.6,14,-1.0,11,-3,-4.6,0,-5,-3.1
O=C(c1cnccn1)N1CCN(S(=O)(=O)c2ccc3ccccc3c2)CC1,10,-2.9,0.4,4,-1,0.5,-5,2,2.0
CC(C)c1ccc(NC2CCCN(C(=O)c3cccs3)C2)cc1 (configuration not stated),1.0,0.2,-1.4,7,4,0.8,-1,-4,-3.4
COC(=O)c1cc2occc2n1Cc1nc(-c2ccc(Cl)cc2)oc1C,-0.5,0.8,0.1,6,5,0.3,9,1,-0.3
CC(C)NC(=O)c1cccc2c1-c1ccccc1C2=O,-1.3,-0.4,0.6,-2,-1,0.4,4,3,-0.5
COc1ccc(CCNC(=O)CSc2nc3sc(C(=O)O)c(C)c3c(=O)[nH]2)cc1OC,0.0,-0.1,0.4,10,-1,-3.6,-3,1,1.0
CC(C)(C)NC(=O)C1CN(S(=O)(=O)c2ccccc2)CCN1S(=O)(=O)c1ccccc1 (configuration not stated),0.8,-0.6,-0.4,-8,1,-2.1,2,0,2.3
CCCCc1ccc(NC(=O)N[C@@H](CC(C)C)C(=O)O)cc1,0.7,0.1,-1.0,-4,1,-2.2,2,0,-4.4
Cc1ccc(N=Cc2sc(O)c3ccccc23)cc1,0.3,-4.6,-0.4,1,-2,-1.9,-2,-12,-2.3
O=C1/C(=C/c2ccncc2)SC(=S)N1Nc1ccccc1,.,-0.2,0.7,21,-2,4.2,-2,12,5.3
CC1(O)c2ccccc2C(=O)N1CCc1ccccc1F (configuration not stated),0.1,.,0.3,-3,-1,-3.0,1,-9,-1.2
CC(C)C(=O)NC(c1ccc(Cl)cc1Cl)c1ccc2cccnc2c1O (configuration not stated),0.9,-4.0,1.2,7,0,0.3,16,32,-0.5
Nc1nonc1-n1nnc(C(=O)N/N=C/c2ccoc2)c1CSc1ccc(Cl)cc1,2.3,22,-1.4,0,-1,4.2,-1,3,0.7
CCOc1ccc2nc3c(cc2c1)CN(CCOC)C(=NC)S3,-0.2,.,0.0,5,-8,-3.3,2,25,0.0
